From PubChem BioAssay
Yp Topo-I inh: blocks Yersinia pestis topoisomerase I activity | Y. pestis Topo-I cleavage product accumulation, plate reader | activity, % at 10 µM | 360,000 compounds, 0.064% hits; in the data active = activity above about 50%, passing the limit was not always enough; inconclusive = no clear call, values can overlap the other calls; also: inactives centre near 2
3CLpro inhibitor: SARS-CoV 3CLpro protease inhibition; inhibition, % at 6 µM; 290,000 compounds, 0.14% hits; AID 1706; P0C6X7; recombinant SARS-CoV 3CLpro, quenched FRET peptide cleavage; in the data active = inhibition above about 12%
Anthrax LF inh2: blocks Bacillus anthracis lethal factor protease; P15917; multiplex microsphere protease cleavage assay, LF; inhibition, % at 10 µM; 360,000 compounds, 0.12% hits; AID 588501; also: plate controls were buffer without enzyme for full effect and enzyme alone for no effect
Target sequence (P15917 whole entry, looked up): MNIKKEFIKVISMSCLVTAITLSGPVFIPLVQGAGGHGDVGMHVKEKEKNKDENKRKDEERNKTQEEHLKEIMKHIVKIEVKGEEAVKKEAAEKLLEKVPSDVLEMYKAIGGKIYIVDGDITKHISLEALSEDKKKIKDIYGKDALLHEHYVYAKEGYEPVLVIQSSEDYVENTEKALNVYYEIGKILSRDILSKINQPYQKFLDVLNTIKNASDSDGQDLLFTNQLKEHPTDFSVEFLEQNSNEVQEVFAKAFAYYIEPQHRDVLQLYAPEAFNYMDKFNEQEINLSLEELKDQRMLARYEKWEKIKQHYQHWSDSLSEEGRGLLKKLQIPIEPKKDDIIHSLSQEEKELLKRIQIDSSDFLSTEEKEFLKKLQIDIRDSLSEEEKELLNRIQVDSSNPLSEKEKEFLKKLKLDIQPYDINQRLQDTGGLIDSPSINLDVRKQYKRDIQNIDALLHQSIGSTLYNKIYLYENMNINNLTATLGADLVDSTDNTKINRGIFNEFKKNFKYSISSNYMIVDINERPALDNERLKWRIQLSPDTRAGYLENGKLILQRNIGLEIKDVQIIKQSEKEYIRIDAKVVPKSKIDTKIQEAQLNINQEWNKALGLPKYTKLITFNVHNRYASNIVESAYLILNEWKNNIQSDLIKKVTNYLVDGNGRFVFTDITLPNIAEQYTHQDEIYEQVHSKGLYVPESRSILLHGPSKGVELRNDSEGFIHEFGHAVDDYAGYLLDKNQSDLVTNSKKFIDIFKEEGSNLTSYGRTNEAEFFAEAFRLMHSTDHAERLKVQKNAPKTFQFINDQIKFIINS
Vc quorum ag: quorum light induction in luxS cqsA deficient V. cholerae; 350,000 compounds, 0.16% hits; V. cholerae BH1578 lux reporter, luminescence, 6 h; activation, % at 18.7 µM; in the data active = activation mostly above about 9.7%, no sharp cut-off; inconclusive = no clear call, values can overlap the other calls; inactive = mostly below about 3.7%; also: not every result past the cut was called active; inactives centre near 0; reference of the scale not given here
PriA SSB inh: K. pneumoniae PriA-SSBct interaction inhibition; 430,000 compounds, 0.6% hits; inhibition, % at 33 µM; AlphaScreen SSBct-PriA binding, biotinylated peptide; in the data active = inhibition mostly above about 37%, no sharp cut-off; inactive = mostly below about 20%;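 also: plate controls were negative control peptide for no effect and reference peptide for full effect; strong numbers were not always called active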
BoNT-A LC inh2: blocks Botulinum neurotoxin A light chain protease | multiplex microsphere protease substrate cleavage, flow cytometry | inhibition, % at 10 µM | 360,000 compounds, 0.17% hits; also: plate controls were buffer without enzyme for full effect and enzyme alone for no effect
DUSP3 inh: blocks human VHR1 dual specificity phosphatase | 290,000 compounds, 0.52% hits | inhibition, % at 13.3 µM | P51452 | recombinant VHR phosphatase, pNPP absorbance; in the data active = inhibition above about 50%; also: some compounds called inactive have numbers as strong as hits
Target sequence (P51452 whole entry, looked up): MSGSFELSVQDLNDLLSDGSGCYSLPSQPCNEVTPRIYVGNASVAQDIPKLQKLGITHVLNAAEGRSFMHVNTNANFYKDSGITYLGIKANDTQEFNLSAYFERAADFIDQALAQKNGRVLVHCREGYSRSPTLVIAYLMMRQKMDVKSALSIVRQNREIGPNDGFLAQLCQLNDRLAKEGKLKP
CCHF vOTU inh: blocks the CCHF virus ovarian tumor domain protease. CCHFV vOTU protease, Pep-AMC fluorescence. inhibition, % at 11.5 µM. 370,000 compounds, 0.55% hits; in the data active = inhibition above about 30%; also: 0% = vehicle wells with enzyme and 100% = no enzyme wells
PfHsp40 yeast: compounds rescuing yeast from Plasmodium falciparum HSP40 toxicity; growth rescue, % at 12.5 µM; S. cerevisiae expressing PfHsp40, growth rescue, ATP luminescence; 340,000 compounds, 0.68% hits; in the data active = growth rescue above about 28%, passing the limit was not always enough; inconclusive = no clear call, values can overlap the other calls;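 also: yeast W303a lacking pdr1 and pdr3 grown in galactose medium; growth measured after three days at 30 °C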
TcdB inh: inhibitors of Clostridioides difficile toxin B glycohydrolase | 350,000 compounds, 0.24% hits | inhibition, % at 9.99 µM | AID 652162 | P18177 | TcdB glycohydrolase enzymatic assay, plate reader; in the data active = inhibition above about 10%
* marks the source's active call; other numbers are inactive results; i = inactive; ? = inconclusive; · = not tested or not shown; & = joins results of further samples. Rule as the data show it, unless noted: active = inhibition above about 30%; inconclusive = no clear call, values can overlap the other calls; inactive = below that. A portion of the library. The share of hits here may be higher or lower than overall.

SMILES	Yp Topo-I inh	3CLpro inhibitor	Anthrax LF inh2	Vc quorum ag	PriA SSB inh	BoNT-A LC inh2	DUSP3 inh	CCHF vOTU inh	PfHsp40 yeast	TcdB inh
C=CCn1c(C)cc(C(=O)CSc2nnc3n(CCC)c(=O)c4ccccc4n23)c1C	0	·	-3	-0.6	-2	-0.8	·	6	0.5	-0.3
Cc1cccc(Sc2nc(-c3ccccc3)ncc2C(=O)O)c1	7	3	-6	i	-10	-0.7	29	3	0.1	-2.4
CC(C)C(=O)NC(=S)Nc1ccc(CN2CCOCC2)cc1	12	5	-2	-3.3	-5	-0.4	21	0	0.6	1.3
COc1ccc(C(=O)N/N=C/C2CC=CCC2)cc1OC (stereo unspecified)	5	2	1	i	·	-0.2	-24	10	-0.5	-4.7
COC(=O)c1ccc(C(=O)OC)c(NC(=O)COc2ccccc2OC)c1	1	-6	-6	-0.7	-17	-0.8	17	7	-0.3	·
OCCn1c(-c2ccc(F)cc2)csc1=Nc1ccccc1	11	3	-2	-0.3	37	0.5	-2	9	0.3	·
CCc1cccc(C)c1NC(=S)NCc1ccccc1	-2	0	0	-2.6	-9	-0.6	-2	2	-1.6	·
CCn1c(NCCc2ccc(OC)c(OC)c2)nc2c1c(=O)n(C)c(=O)n2C	-9	·	·	-1.1	-1	·	31	3	1.8	·
CCC/C(O)=C1\C(=O)CC(C)(C)CC1=NCCO	4	-2	2	8.2	·	0.1	10	-2	0.1	·
Oc1ccc(N=Nc2ccc(Br)cc2)c(O)c1	-7	1	-1	-10	-14	-3.2	27	-8	1.2	-0.1
COc1ccc2sc(C)cc(=O)c2c1	6	·	6	-0.7	·	0.5	·	-144	·	9.8
O=C(CSc1nnc(Cc2ccccc2)o1)Nc1cccc(F)c1	12	4	6	i	-27	-1.0	6	14	-0.2	-0.6
O=c1c2sc3nc(N4CCOCC4)c4c(c3c2ncn1CCc1ccccc1)CCCC4	2	-6	-9	-0.2	-2	-1.6	23	3	0.4	·
O=C(CCS(=O)(=O)c1cc2c(cc1Cl)NC(=O)CO2)NCCc1ccccc1	0	-2	-2	-0.2	-3	1.3	22	12	0.8	1.8
O=C(Nc1ccc(N2CCN(C(=O)c3ccccc3)CC2)c(Cl)c1)c1ccco1	7	2	1	-0.1	0	0.0	22	0	-0.1	·
O=C(COC(=O)c1cccnc1Cl)NC1CCCc2ccccc21 (stereo unspecified)	5	·	?	1.1	-6	?	·	-15	-0.3	1.8
COc1ccc(-c2cn[nH]c2-c2ccc(OCC(=O)NN)cc2O)cc1	12	0	-1	i	2	-2.9	36	11	-0.5	0.4
O=[N+]([O-])c1cc(-c2nnc(C34CC5CC(CC(C5)C3)C4)o2)cc([N+](=O)[O-])c1	0	-1	0	-0.4	4	0.7	3	-8	0.0	·
O=C(O)c1cn(CCOc2ccccc2Cl)c2ccccc12	5	6	-8	-0.6	-24	-1.6	27	-13	-1.1	1.5
O=C(O)c1ccc(/C=N/NC(=S)NCCN2CCOCC2)cc1	1	3	-11	-0.4	·	-0.5	30	20	0.1	11*

Overlap with the part before: two compounds, followed by the next part.
SMILES	Yp Topo-I inh	3CLpro inhibitor	Anthrax LF inh2	Vc quorum ag	PriA SSB inh	BoNT-A LC inh2	DUSP3 inh	CCHF vOTU inh	PfHsp40 yeast	TcdB inh
O=C(O)c1cn(CCOc2ccccc2Cl)c2ccccc12	5	6	-8	-0.6	-24	-1.6	27	-13	-1.1	1.5
O=C(O)c1ccc(/C=N/NC(=S)NCCN2CCOCC2)cc1	1	3	-11	-0.4	·	-0.5	30	20	0.1	11*
C[C@H](NC(=O)c1nc[nH]c1C(=O)N1CCN(c2ccccc2)CC1)C(=O)OC(C)(C)C	6	·	7	i	-4	-0.3	26	15	-0.4	-2.6
c1csc(Cc2nn3c(-c4ccncc4)nnc3s2)c1	-1	2	-4	-0.3	-9	-1.0	40	-3	1.2	·
COc1ccc(C=O)cc1CN1CCCN(Cc2ccccc2F)S1(=O)=O	-2	-3	0	i	2	-0.6	-24	-11	0.0	0.0
Cn1c(C(=O)NCCN2CCOCC2)cc2c(=O)n3ccccc3nc21	-12	-2	0	i	-1	1.5	-20	-382	0.1	-0.4
Cc1ccc(-c2nc(CS(=O)(=O)CC(=O)N3CCN(C)CC3)c(C)o2)cc1	-3	0	-2	i	4	-3.6	19	-12	1.5	-0.6
O=C(OCc1c(-c2ccccc2)ncc2ccccc12)c1ccc(C(F)(F)F)cc1	19	·	-12	-0.6	-8	0.0	·	2	2.7	0.2
CN(C)/C(=N\S(=O)(=O)c1ccc(F)cc1)c1ccccc1	6	-2	-4	0.8	·	-1.2	7	8	-2.3	0.1
CCOc1cc(/C=N/NC(=O)c2cccs2)cc([N+](=O)[O-])c1O	-5	6	-4	-0.8	·	-0.7	11	20	0.1	1.1
COc1cc(OC)c(OC)cc1CN1CCCC(C(=O)c2ccccc2SC)C1 (stereo unspecified)	2	-3	0	i	2	-0.6	13	-6	0.0	2.6
Cc1ccc2nc(NC(=O)COC(=O)CSc3nc(C)cc(C)n3)sc2c1	5	4	0	2.2	18	0.8	14	2	0.8	·
CC(=O)c1cccc(NC(=O)C2CCCCC2)c1	-4	-3	-1	i	-1	-1.7	-4	-1	0.0	·
C/C=C/c1cccc(-c2nc(C(=O)N3CCCCC3)cc3c2[C@@H](CCO)N(C(=O)NC(C)C)C3)c1	·	·	-4	·	·	0.5	·	-1	·	0.5&0.9
Cc1occc1C(=O)N1CCCC(Nc2ccc(C(C)C)cc2)C1 (stereo unspecified)	5	2	0	-2.0	11	-2.2	2	5	2.2	0.3
CC(C)(C)c1ccc(NC(=O)Nc2ccc(F)cc2)cc1	-5	1	-6	-0.4	-5	0.3	29	2	0.2	1.1
O=C(CSc1nc2ccccc2c(=O)n1-c1ccccc1F)N1CCOCC1	-3	·	-8	-7.1	-2	-0.3	·	-4	0.0	1.0
OCC1(Cc2ccccc2)CCN(Cc2ccc(-c3ccco3)cc2)CC1	10	-4	-3	i	13	0.1	22	1	0.2	2.1
CC(C)(C)C(=O)OCCn1c(=O)c2cc3c(=O)n(CCOC(=O)C(C)(C)C)c(=O)c3cc2c1=O	-3	1	11	i	-13	0.5	5	-5	-1.0	·
CC(c1ccco1)N(C(=O)c1ccccc1NS(=O)(=O)c1cc([N+](=O)[O-])ccc1Cl)c1ccccn1 (stereo unspecified)	3	-3	-2	-1.7	14	-0.7	8	7	3.9	-0.2
CCCCc1nn2c(N)c(/C=C3\C=Nc4ccccc43)c(=O)nc2s1	10	-1	1	-0.3	·	-0.2	42	1	0.1	·
O=C(NC(=S)N1CCN(c2ccc([N+](=O)[O-])cc2)CC1)c1ccccc1F	2	4	0	-0.4	19	0.0	-1	-8	1.5	0.2
COc1cc(OC)c(NC(=S)NCc2ccc(F)cc2)cc1Cl	-14	6	-3	-0.5	9	-1.2	5	4	-1.8	-0.1
CCCCCCN1CC(O)=C(c2nc3ccccc3[nH]2)C1=N	6	2	-3	-0.5	-18	-2.1	20	2	-1.7	-0.3
CC(C)OCCCn1c(NN)nc2ccccc2c1=O	-4	8	-5	i	-3	-1.2	10	7	-0.5	-0.5
O=C(C1CC1)N1CCc2cc(Br)cc(S(=O)(=O)NCc3ccc4c(c3)OCO4)c21	10	-2	-2	-0.6	-11	-0.6	-3	-3	-1.9	·
Cc1ccnc(NS(=O)(=O)c2ccc(NC(=O)Cc3ccc(F)cc3)cc2)n1	3	-2	1	0.8	-12	-0.3	-10	20	-1.1	0.7
Cc1cc(C)c2nc(Cl)c(C3NC(=O)c4ccccc4N3)cc2c1 (stereo unspecified)	-1	6	-7	i	3	0.6	26	7	1.5	-0.6
Cc1csc(NC(=O)CSCc2c(C)noc2C)n1	-4	·	0	i	6	-2.0	·	-4	-0.2	-1.2
Cc1ccc2[nH]c(=O)c(CN(Cc3ccco3)C(=O)c3ccncc3)cc2c1	3	6	9	-0.2	-6	5.8	26	-1	1.2	·
Cc1ccc(C(=O)NS(=O)(=O)c2ccccc2)cc1	-4	-2	-3	i	-2	-0.9	0	-15	-0.9	1.8
C=CCN(CC=C)C(=O)c1c(OC)cccc1OC	-2	-2	-2	0.0	-17	-0.6	34	-3	-0.8	·
O=[N+]([O-])c1cnn(-c2nc(-c3ccccc3)cc(C(F)(F)F)n2)c1	3	1	-6	1.0	-9	-0.1	25	2	-0.3	1.3
O=S1(=O)N=C(N(CCO)/N=C/c2ccncc2)c2ccccc21	-15	-4	2	0.4	·	0.3	-26	30*	-0.5	1.6
O=C(Nc1ccccc1)c1cc(C2CCCCN2C(=O)OCCF)on1 (stereo unspecified)	5	·	4	-0.2	·	0.5	·	4	·	0.1
Cc1nnc(SCC(=O)N2CCc3ccccc3C2)n1-c1ccccc1	5	-1	-7	i	-8	-1.8	6	4	-0.7	·
Cc1c(OCC(=O)NC2CC(C)(C)NC(C)(C)C2)ccc2c1oc(=O)c1ccccc12	-19	-8	-2	-0.9	4	-0.1	53*	-77	1.0	1.2
CC1(C(=O)NCc2cccs2)CCN1CCc1ccccc1 (stereo unspecified)	12	·	-1	i	·	-0.7	·	2	·	0.0
COc1ccc(-n2nc(C(=O)Nc3ccc(OC)c(OC)c3)c3c4ccccc4n(C)c3c2=O)cc1	-1	1	-13	2.4	-12	-0.6	76	-21	-0.6	·
CCCCc1c(O)nc(SCC(=O)NCCc2ccc(OC)c(OC)c2)[nH]c1=O	-7	-7	-8	0.6	-8	-0.7	25	8	-0.9	·
O=C(Cc1cccc(NC(=O)C2CCN(C(=O)CCc3ccccc3)CC2)c1)Nc1cccc(C(=O)N2CCOCC2)c1	-10	·	-7	i	-17	-0.3	·	19	-1.1	-0.3
CC(=O)NC(CC(=O)O)c1ccccc1 (stereo unspecified)	10	5	-3	i	-7	-0.9	4	-23	-1.0	0.5
Cc1ccc2cc3cc(C(=O)NCCC(C)C)oc3nc2c1	-2	2	0	i	-12	-1.2	5	1	0.1	·
O=S(=O)(NCC(c1ccc2c(c1)OCO2)N1CCN(c2ccccc2)CC1)c1ccccc1 (stereo unspecified)	26	·	-6	i	11	0.1	·	1	1.0	-1.6
NC(=O)c1c(NC(=O)C2CCCO2)sc2c1CCCCC2 (stereo unspecified)	-6	5	1	i	-16	0.8	-10	3	-0.4	-4.7
CC1C(=O)N(Cc2cn(CCC3OCCCO3)nn2)CCS(=O)(=O)N1Cc1ccc(-c2ccc(F)nc2)cc1 (stereo unspecified)	17	·	-12	-0.7	·	-0.1	·	-4	·	-0.1
Cn1c(SCc2nnc(-c3ccc(F)cc3)o2)nnc1C1COc2ccccc2O1 (stereo unspecified)	16	1	-1	-0.3	-9	-0.7	6	11	0.4	·
CN1C2=NCCN2C(=O)c2ccccc21	9	-1	-3	-4.2	-10	-0.6	20	-9	-0.2	·
CCOc1ncccc1C(=O)Nc1ccc(F)c(F)c1	-12	3	-1	i	-24	0.0	-9	-2	0.1	1.2
O=C(Nc1cccc(F)c1)c1ccc(-n2cncn2)c2ccoc12	2	·	-1	-0.3	·	-0.2	·	-7	·	0.5
COc1cc(-c2nnc(SCc3cc(=O)oc4cc(C)ccc34)o2)cc(OC)c1OC	-1	4	-1	-0.2	-14	1.1	12	19	3.2	·
COc1ccc(-c2nc(N3CCOCC3)nc3n[nH]c(N)c23)cc1	-3	0	2	1.6	-7	0.3	-18	3	1.0	·
